Screening results: PubChem BioAssay, National Center for Advancing Translational Sciences (NCATS)
LMNA splice mod: modulators of lamin A splicing. 0.01% of 200,000 active. Potency, µM (series often up to 46.1 µM), inactives show at the top dose ratio change, negative = inhibition, usual class: inhibitors. HeLa LMNA splicing GFP/RFP minigene ratio, 48 h. AID 1487; active = well fitted inhibition curve with a large enough effect in the signal ratio, with a control signal flat, not every such curve was filed as active; inconclusive = small, poorly fitted or top-dose-only effect, or effect the other way, or a change in a side signal; the % refers to the signal ratio; note: % is set by controls: 0 for no effect and ±100 for the full control effect
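S3 HeLa stable clones carrying a lamin A-EGFP splicing minigene plus DsRed2 were seeded at 600 cells/well in Opti-MEM with 2% FBS, pin-dosed and incubated 48 h at 37°C. Acumen cytometry (488 nm) gave the GFP/RFP total-intensity ratio.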
ALDH1A1 inh: inhibitors of human aldehyde dehydrogenase 1A1; 7.3% of 220,000 active; P00352; Purified ALDH1A1, NADH fluorescence, propionaldehyde substrate; AID 1030; Potency, µM (series often up to 75.3 µM), without a hit: top-dose activity, negative = inhibition, usual class: inhibitors; active = well fitted inhibition curve with a large enough effect, not every such curve was filed as active; inconclusive = small, poorly fitted or top-dose-only effect, or another doubt; inactive = no such curve, though single readings can be large or run the other way;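 note: plate controls were no enzyme wells and a reference inhibitor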
RGS12 GoLoco inh: RGS12 GoLoco-Gai1 interaction inhibition | P63096 | Gai1:RGS12 GoLoco peptide FP, rhodamine, 10 min | Potency, µM (titrated, usually from 61.6 µM), inactives show at the highest dose activity, negative = inhibition, usual class: inhibitors | 0.44% of 230,000 active | AID 880; active = well fitted inhibition curve with a large enough effect, not every such curve was filed as active; inactive = no such curve, though single readings can be large or run the other way; note: % is set by controls: 0 for no effect and ±100 for the full control effect; nearly all actives have a fitted effect of over 30% in size; many of its hits are not listed in these tables
SMN2 splice up: SMN2 splice variant enhancement | Potency, µM (doses to about 46.1 µM), for inactives: at the highest dose activity change, positive = activation, most hits filed as activators | HEK293 SMN2-luciferase splicing reporter, luminescence, 30-36 h | 2.8% of 210,000 active | AID 1458; note: % of control where 0% means no effect; nearly all actives have a fitted effect of over 55% in size
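HEK293 cells carry an SMN2 minigene-luciferase reporter in which exon 7 inclusion puts luciferase in frame. Cells were seeded at 2000 cells/well, attached for 10-12 hours, then exposed to compounds for 30-36 hours at 37C before ONE-Glo luminescence.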
TexasRed fluor: counter-screen for TRb-SRC2 inhibitors: fluorescence interference; TRb/SRC2 Texas Red total fluorescence interference; Potency, µM (doses to about 106 µM), inactives show at the highest dose fluorescence change, negative = quenching; 0.29% of 280,000 active; AID 1479; active = well fitted curve in either direction with a large enough effect; inconclusive = small, poorly fitted or top-dose-only effect; note: % is set by controls: 0 for no effect and ±100 for the full control effect
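Human TRβ ligand-binding domain (0.6 uM) and Texas Red SRC2 peptide (20 nM) in Tris buffer with 1 uM T3 and 5% DMSO were incubated with pinned compound for 5 hr at ambient temperature. Total fluorescence was computed as S + 2P (555/632 nm).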
RECQ1 inh: RECQ1 (human) helicase inhibition; RECQ1 DNA unwinding, red fluorescence kinetic read; P46063; 0.54% of 240,000 active; Potency, µM (top dose mostly 57.3 µM), inactives show at the highest dose activity, negative = inhibition, usual class: inhibitors;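 note: plate controls were vehicle for no effect and no enzyme for full effect; nearly all actives have a fitted effect of over 30% in size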
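RECQ1T1 50 nM; forked duplex (20 bp + 30-nt ss tails) 200 nM, ATP 2 mM final; pH 8.0, 2 mM MgCl2, 2.5 ug/ml poly(dI-dC); 15 min compound preincubation; discontinuous kinetic read over 2 h at RT.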
TRb-SRC2 inh: TRbeta-SRC2 interaction inhibition. 0.065% of 280,000 active. Potency, µM (highest dose often 106 µM), for the others: at the highest dose activity change, negative = inhibition, usual class: inhibitors. P10828. TRbeta-SRC2 peptide binding, fluorescence polarization; receptor liganded with 1 µM T3;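 note: plate controls were bound peptide for no effect and peptide without receptor for full effect; nearly all actives have a fitted effect of over 50% in size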
Target sequence (P10828 whole entry, looked up): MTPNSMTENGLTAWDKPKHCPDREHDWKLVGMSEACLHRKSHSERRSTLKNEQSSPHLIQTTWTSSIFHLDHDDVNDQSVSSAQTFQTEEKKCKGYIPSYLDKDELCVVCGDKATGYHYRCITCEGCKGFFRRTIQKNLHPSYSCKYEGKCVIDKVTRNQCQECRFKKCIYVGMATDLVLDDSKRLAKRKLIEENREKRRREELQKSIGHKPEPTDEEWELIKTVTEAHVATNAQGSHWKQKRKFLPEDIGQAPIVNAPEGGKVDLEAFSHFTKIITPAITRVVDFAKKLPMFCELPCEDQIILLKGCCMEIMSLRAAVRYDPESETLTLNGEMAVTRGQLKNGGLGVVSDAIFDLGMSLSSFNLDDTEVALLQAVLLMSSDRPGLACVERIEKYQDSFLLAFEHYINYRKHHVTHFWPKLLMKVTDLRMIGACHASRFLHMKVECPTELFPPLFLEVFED
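Human TRb LBD (0.6 uM) plus Texas Red-labeled SRC2 peptide (20 nM), 1uM T3, 5% DMSO, 5 hr at ambient temperature. Decreased polarization (555/632 nm) flags inhibition; data normalized to free and bound peptide controls.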
JMJD2E inh: inhibitors of human JMJD2E histone demethylase | JMJD2E catalytic domain, FDH-coupled NADH fluorescence (FDH is formaldehyde dehydrogenase) | AID 2147 | B2RXH2 | 1.6% of 230,000 active | Potency, µM (top dose mostly 57.1 µM), without a hit: at the top dose activity change, negative = inhibition, most hits filed as inhibitors; active = well fitted inhibition curve with a large enough effect, not every such curve was filed as active; inconclusive = small, poorly fitted or top-dose-only effect, or another doubt; inactive = no such curve, though single readings can be large or run the other way;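 note: 0% = wells with enzyme and -100% = buffer wells without enzyme; nearly all actives have a fitted effect of over 50% in size; many of its hits are not listed in these tables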
Target sequence (B2RXH2 1-337 limits assumed): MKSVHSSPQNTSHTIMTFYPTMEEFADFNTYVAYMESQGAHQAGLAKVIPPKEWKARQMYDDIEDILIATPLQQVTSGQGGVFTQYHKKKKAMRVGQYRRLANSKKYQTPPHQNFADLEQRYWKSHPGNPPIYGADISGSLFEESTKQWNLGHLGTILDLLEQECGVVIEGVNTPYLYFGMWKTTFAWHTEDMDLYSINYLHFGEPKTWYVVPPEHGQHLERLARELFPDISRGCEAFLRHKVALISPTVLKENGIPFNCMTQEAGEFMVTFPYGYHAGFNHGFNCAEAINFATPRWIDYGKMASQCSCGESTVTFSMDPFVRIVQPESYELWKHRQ
Numbers without * were called inactive; & = joins results of further samples; [ ] = remark or other dose. Unless noted, calls come from the whole dose curve; as a rule, active = well fitted curve in the direction sought with a large enough effect; inconclusive = small, poorly fitted or top-dose-only effect, or another doubt; inactive = no such curve, though single readings can be large; an effect the other way counts as inactive or inconclusive. Potency is the fitted concentration of half-maximal effect. An excerpt, so the mix of outcomes need not match the whole.

`c1ccc(-c2nnc(-c3ccccc3)nn2)cc1` gave RGS12 GoLoco inh 10%, TexasRed fluor -1%, RECQ1 inh inactive, TRb-SRC2 inh 1% and JMJD2E inh 8%.
`COC(=O)N1CCC[C@@]2(CCN(c3ccncc3)C2)C1` gave ALDH1A1 inh 2%, RGS12 GoLoco inh -1%, SMN2 splice up -13% and RECQ1 inh 14%.
O=C(CSc1nnc(Cn2nnc3ccccc32)o1)N(Cc1ccc(F)cc1)c1ccccc1 was read as LMNA splice mod inconclusive, ALDH1A1 inh inconclusive, RGS12 GoLoco inh -2%, TexasRed fluor -4%, RECQ1 inh -3%, TRb-SRC2 inh -7% and JMJD2E inh -1%.
Screening Cc1nn(-c2ccc(Cl)c(Cl)c2)c(=O)c2ccccc12 returned LMNA splice mod 7%, ALDH1A1 inh 2%, RGS12 GoLoco inh -5%, SMN2 splice up -4%, TexasRed fluor -10%, RECQ1 inh inactive, TRb-SRC2 inh 0% and JMJD2E inh -28%.
`COc1cc2c(cc1OC)C(C)N(C(=O)CCN1C(=O)C3C4C=CC(C4)C3C1=O)CC2` (stereo not given) gave LMNA splice mod -12%, ALDH1A1 inh -4%, RGS12 GoLoco inh 8%, SMN2 splice up inconclusive, TexasRed fluor 0%, RECQ1 inh 0%, TRb-SRC2 inh -8% and JMJD2E inh 1%.
Screening CCN(CC)c1c([N+](=O)[O-])ncn1C returned LMNA splice mod 10%, ALDH1A1 inh inconclusive, RGS12 GoLoco inh -3%, SMN2 splice up 28%, TexasRed fluor 1%, RECQ1 inh -5%, TRb-SRC2 inh -20% and JMJD2E inh 3%.
For COc1ccc(-c2nc3cc([N+](=O)[O-])ccc3o2)cc1 the results were ALDH1A1 inh inconclusive, RGS12 GoLoco inh 177%[activator], TexasRed fluor -1%, RECQ1 inh 0%, TRb-SRC2 inh -10% and JMJD2E inh 2%.
Screening O=C(Nc1nnc(C2CC2)s1)C1CCCO1 (stereo not given) returned LMNA splice mod 2%[46 µM], ALDH1A1 inh 6%, RGS12 GoLoco inh 4%, SMN2 splice up 23%, TexasRed fluor -3%, RECQ1 inh -2%, TRb-SRC2 inh 6% and JMJD2E inh 11%.
Screening COc1ccccc1C1NC(=O)CS1 (stereo not given) returned LMNA splice mod -1%, ALDH1A1 inh -23%, RGS12 GoLoco inh 4%, SMN2 splice up -8%, TexasRed fluor -5%, RECQ1 inh -3%, TRb-SRC2 inh -4% and JMJD2E inh -3%.
CC(C)(C)SCCNS(=O)(=O)c1ccc(Cl)cc1 was read as LMNA splice mod 12%[46 µM], ALDH1A1 inh inconclusive, RGS12 GoLoco inh 3%, SMN2 splice up -9%, TexasRed fluor -7%, RECQ1 inh inactive, TRb-SRC2 inh -2% and JMJD2E inh inconclusive.
`CCN(CC)c1ccc(/C=N/N2CCN(Cc3ccccc3)CC2)c(O)c1` gave LMNA splice mod inconclusive, ALDH1A1 inh inconclusive, RGS12 GoLoco inh -16%, SMN2 splice up -6%[1.84 µM], TexasRed fluor 3%, RECQ1 inh -3%, TRb-SRC2 inh -1% and JMJD2E inh -21%.
CCOC(=O)N1CCC(N2CC34C=CC(O3)C(C(=O)Nc3ccc(F)cc3)C4C2=O)CC1 (stereo not given) was read as LMNA splice mod -2%, ALDH1A1 inh -6%, RGS12 GoLoco inh -1%, SMN2 splice up 3%, TexasRed fluor 0%, RECQ1 inh -14%, TRb-SRC2 inh 2% and JMJD2E inh -2%.
CC12CCC(C(=O)NCCCN3CCOCC3)(OC1=O)C2(C)C (stereo not given) was read as LMNA splice mod 0%, ALDH1A1 inh 11%, RGS12 GoLoco inh 0%, SMN2 splice up -10%, TexasRed fluor -3%, RECQ1 inh -7%, TRb-SRC2 inh -4% and JMJD2E inh 13%.
Screening CCOC(=O)CCN1C(=O)[C@H]2[C@@H]3[C@H](O)[C@H](O)CC(=O)[C@H]3CC[C@H]2C1=O returned ALDH1A1 inh -3%&6%[13.5 µM], TexasRed fluor -39%&-2%[11.2 µM], RECQ1 inh 1%[11.5 µM] and TRb-SRC2 inh 3%&-2%[11.2 µM].
`Cc1ccc2cc(CN(CCN(C)C)C(=S)Nc3ccccc3)c(=O)[nH]c2c1C` gave LMNA splice mod inconclusive, ALDH1A1 inh 2%, RGS12 GoLoco inh 8%, TexasRed fluor 1%, RECQ1 inh -3%, TRb-SRC2 inh -9% and JMJD2E inh -14%.
For C=C(C(=O)C(C)(C)O)C(O)c1ccc([N+](=O)[O-])cc1 (stereo not given) the results were ALDH1A1 inh inconclusive, RGS12 GoLoco inh 2%, SMN2 splice up -4%, TexasRed fluor 0%, RECQ1 inh -4%, TRb-SRC2 inh 0% and JMJD2E inh -7%.
`N#C/C(=C/c1cn[nH]c1-c1cccc(Br)c1)C(=O)O` gave ALDH1A1 inh -2%, RGS12 GoLoco inh -5%, TexasRed fluor -2%, RECQ1 inh -10%, TRb-SRC2 inh 6% and JMJD2E inh -8%.
`COc1ccccc1N1CCN(S(=O)(=O)c2ccccc2)CC1` gave LMNA splice mod -10%, ALDH1A1 inh 2%, RGS12 GoLoco inh -1%, SMN2 splice up -3%, TexasRed fluor 3%, RECQ1 inh -2%, TRb-SRC2 inh 1% and JMJD2E inh 2%.
O=C(CCNC(=O)Cn1ccc2ccccc2c1=O)NCCc1ccccc1Cl was read as LMNA splice mod 6%, ALDH1A1 inh -6%, RGS12 GoLoco inh -7%, SMN2 splice up -36%[inhibitor], TexasRed fluor -3%, RECQ1 inh -2%, TRb-SRC2 inh 6% and JMJD2E inh -2%.
For COc1cc(C(=O)Nc2ccc(N3CCOCC3)cc2)ccc1OCc1c(C)noc1C the results were LMNA splice mod -4%, ALDH1A1 inh 12%, TexasRed fluor -1%, RECQ1 inh -6%, TRb-SRC2 inh 0% and JMJD2E inh 10%.
Clc1cc(Br)ccc1OCCOCCOc1cccc2cccnc12 was read as LMNA splice mod inconclusive, ALDH1A1 inh 6%, RGS12 GoLoco inh 11%, SMN2 splice up -12%, TexasRed fluor -2%, RECQ1 inh 9%, TRb-SRC2 inh 2% and JMJD2E inh inconclusive.
For O=C(OC1Cn2c(=O)ccc(=O)n2C1)c1ccc([N+](=O)[O-])cc1 the results were LMNA splice mod -7%, ALDH1A1 inh 10%, RGS12 GoLoco inh 10%, SMN2 splice up 4%, TexasRed fluor -1%[53 µM], RECQ1 inh 1%, TRb-SRC2 inh -1%[53 µM] and JMJD2E inh 11%.
COCCNc1nc(-n2nc(C)cc2C)nc2sc3c(c12)CCCC3 was read as LMNA splice mod inconclusive, ALDH1A1 inh inconclusive, RGS12 GoLoco inh 6%, SMN2 splice up -23%, TexasRed fluor -2%, RECQ1 inh -6%, TRb-SRC2 inh -4% and JMJD2E inh inconclusive.
`Clc1cc(Br)ccc1OCCCNCc1ccccc1` gave LMNA splice mod inconclusive, ALDH1A1 inh -9%, RGS12 GoLoco inh -9%, SMN2 splice up 4%, TexasRed fluor -3%, RECQ1 inh 0%, TRb-SRC2 inh -3% and JMJD2E inh inconclusive.
COc1ccc(CC(=O)N(c2ccccc2)c2nc(C)cs2)cc1 was read as LMNA splice mod inconclusive, ALDH1A1 inh 7%, TexasRed fluor 2%, RECQ1 inh -4%, TRb-SRC2 inh 5% and JMJD2E inh -6%.
For O=C(Cn1nnc(-c2cccs2)n1)N1CCOCC1 the results were ALDH1A1 inh 16%, RGS12 GoLoco inh 11%, SMN2 splice up -1%, TexasRed fluor -6%, RECQ1 inh -1%, TRb-SRC2 inh 7% and JMJD2E inh 1%.
For COc1ccc(N2CC(C(=O)N/N=C/c3ccc([N+](=O)[O-])cc3)CC2=O)cc1 (stereo not given) the results were LMNA splice mod 3%[46 µM], ALDH1A1 inh 1%, RGS12 GoLoco inh 10%, SMN2 splice up 8%, TexasRed fluor -2%, RECQ1 inh -2%, TRb-SRC2 inh -5% and JMJD2E inh -6%.
`N#C/C(=C/c1ccc(OCc2ccccc2)cc1)C(=O)NC1CCCCC1` gave LMNA splice mod -4%, ALDH1A1 inh inconclusive, RGS12 GoLoco inh -9%, SMN2 splice up inconclusive, TexasRed fluor 2%, RECQ1 inh 1%, TRb-SRC2 inh -2% and JMJD2E inh inconclusive.
For Cc1ccc(CNC(=O)CCNS(=O)(=O)c2ccc(Br)s2)cc1 the results were LMNA splice mod 0%[46 µM], ALDH1A1 inh -7%, RGS12 GoLoco inh 8%, SMN2 splice up -29%, TexasRed fluor -1%, RECQ1 inh -1%, TRb-SRC2 inh -10% and JMJD2E inh 1%.
For COc1cc2c(cc1OC)C(c1cccs1)N(C(=S)NC(C)C)CC2 (stereo not given) the results were LMNA splice mod -31%[46 µM], ALDH1A1 inh 5%, RGS12 GoLoco inh 6%, SMN2 splice up inconclusive, TexasRed fluor -2%, RECQ1 inh inactive, TRb-SRC2 inh -11% and JMJD2E inh 7%.
`COC(=O)c1ccccc1NS(=O)(=O)c1ccc2[nH]c(=O)[nH]c2c1` gave LMNA splice mod -8%, ALDH1A1 inh 11%, RGS12 GoLoco inh 17%, SMN2 splice up 2%, TexasRed fluor -2%, RECQ1 inh -1%, TRb-SRC2 inh 4% and JMJD2E inh 1%.
For O=C(NCC(c1cccs1)N1CCOCC1)c1ccc([N+](=O)[O-])cc1 (stereo not given) the results were LMNA splice mod inconclusive, ALDH1A1 inh 2%, TexasRed fluor -3%, RECQ1 inh -6%, TRb-SRC2 inh -7% and JMJD2E inh 2%.
`CCCN1CCC(N2CCN(c3ccccc3OC)CC2)CC1` gave LMNA splice mod 9%, ALDH1A1 inh -4%, RGS12 GoLoco inh -7%, SMN2 splice up -9%, TexasRed fluor 0%, RECQ1 inh -8%, TRb-SRC2 inh -20% and JMJD2E inh -1%.
COC(=O)c1ccc2c(c1)S(=O)(=O)NC(=NCCCN1CCOCC1)S2 was read as LMNA splice mod 5%, ALDH1A1 inh inconclusive, RGS12 GoLoco inh -3%, SMN2 splice up -11%, TexasRed fluor -2%, RECQ1 inh -1%, TRb-SRC2 inh 5% and JMJD2E inh 0%.
For N#CC1=C(N)N(c2ccccc2)C2=C(C(=O)CCC2)C1c1cccs1 (stereo not given) the results were LMNA splice mod -14%, ALDH1A1 inh inconclusive, RGS12 GoLoco inh 143%[activator], SMN2 splice up -5%, TexasRed fluor 11%, RECQ1 inh -16%, TRb-SRC2 inh 11% and JMJD2E inh -25%.
